Compound activity (PubChem BioAssay)
DRD3 antagonist – qHTS of D3 Dopamine Receptor Antagonist: qHTS | AID 652054, 2013 | max response, negative = inhibition, % | 360,000 tested, 2.5% active | D3R cells, DiscoveRx beta-arrestin luminescence, antagonist mode; active compounds read low | D(3) dopamine receptor (Homo sapiens), P35462; in the data active = max response below about -50%; inconclusive = no clear call, values can overlap the other calls; note: % is set by controls: 0 for no effect and ±100 for the full control effect; mostly tested at two doses, the higher about 12 µM
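Cells expressing the human receptor were seeded at 1500 cells/well, incubated overnight at 37 degrees C in 5% CO2, then exposed to library compounds with dopamine controls for 90 minutes at 37 degrees C before luminescent detection.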
PI5P4Ka inh – qHTS for Inhibitors of phosphatidylinositol 5-phosphate 4-kinase (PI5P4K); Phosphatidylinositol 5-phosphate 4-kinase type-2 alpha (Homo sapiens), P48426; PI5P4Kalpha enzyme, ADP-Glo luminescence, 60 min; active compounds read low; max response, %; 330,000 tested, 1.2% active; AID 652105, 2013; active = max response of -50% or lower; inconclusive = between -30% and -50%; inactive = -30% or higher; note: value at the top dose of about 77 µM; % is set by controls: 0 for no effect and ±100 for the full control effect
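Single end-point luminescence (ADP-Glo) quantified ADP from PI5P4Kalpha turnover; ATP 5 microM final, 1 h at RT, 0.1% CHAPS and 0.28 mM EGTA in HEPES pH 7.4.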
IL2 activator – qHTS of IL-2 Activators | IL-2 activation reporter assay, cell-based qHTS; stimulated with anti-CD3/CD4/CD28 beads; in transgenic mouse T cells | 360,000 tested, 0.065% active | activation, % (series mostly up to about 46 µM); in the data active = activation above about 50%; inconclusive = mostly about 30% to 49%; note: 0% is about no effect
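Readout is EGFP and DsRed signal by fluorescent plate cytometry after 18 h at 37 degrees C. Transgenic mouse T cells (750/well) received compound for 60 min before bead stimulation (anti-CD3, anti-CD4, anti-CD28); memory T cells served as non-tolerant control.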
D3 ag – qHTS of D3 Dopamine Receptor Agonist: qHTS | D(3) dopamine receptor (Homo sapiens), P35462 | D3R DiscoveRx beta-arrestin cells, luminescence, 90 min | max activation, % | 410,000 tested, 0.58% active | AID 652048, 2013; in the data active = max activation above about 30%; note: 0% is about no effect; mostly tested at two doses, the higher about 12 µM
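Agonist mode: compounds and dopamine controls were applied to plated cells for 90 min at 37 degrees C after an overnight attachment at 1500 cells/well. Luminescent read-out followed 30 - 60 minutes at room temperature with DiscoveRx detection reagent.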
GLP1R inv ag – qHTS of GLP-1 Receptor Inverse Agonists (Inhibition Mode) | Potency, µM (titrated, usually from 38.3 µM), inactives show at the top dose activity change, negative = inhibition, usual class: inhibitors | Glucagon-like peptide 1 receptor (Homo sapiens), P43220 | 410,000 tested, 1.6% active | HEK293 GLP-1R CRE-luciferase, luminescence, 24 h; GLP-1R form is constitutively active; note: potency is the fitted concentration of half-maximal effect; % is set by controls: 0 for no effect and ±100 for the full control effect; nearly all actives have a fitted effect of over 55% in size
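GLP-1R inverse agonism mode: basal reporter luminescence in engineered HEK293 cells measured after one day of compound exposure at 37 deg C, with a 12 min room-temperature detection step.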
PLK1 PBD block – qHTS for Inhibitors of PLK1-PDB (polo-like kinase 1 - polo-box domain): Primary Screen; Plk1 PBD binding of FITC phosphopeptide, fluorescence polarization; Serine/threonine-protein kinase PLK1 (Homo sapiens), P53350; 360,000 tested, 2.8% active; Potency, µM, without a hit: max response, negative = inhibition, hits mostly inhibitors; note: potency is the fitted concentration of half-maximal effect; series mostly up to about 57 µM; % is set by controls: 0 for no effect and ±100 for the full control effect; nearly all actives have a fitted effect of over 65% in size
WRN inhibitor – qHTS for Inhibitors of WRN Helicase | Bifunctional 3'-5' exonuclease/ATP-dependent helicase WRN (Homo sapiens), Q14191 | WRN helicase unwinding, fluorescent forked duplex, kinetic | Potency, µM (top dose mostly 114 µM), for the others: at the top dose activity change, negative = inhibition, most hits filed as inhibitors | 360,000 tested, 0.46% active | AID 651768, 2012; note: potency is the fitted concentration of half-maximal effect; % is set by controls: 0 for no effect and ±100 for the full control effect; nearly all actives have a fitted effect of over 55% in size
Target sequence (Q14191 whole entry, looked up): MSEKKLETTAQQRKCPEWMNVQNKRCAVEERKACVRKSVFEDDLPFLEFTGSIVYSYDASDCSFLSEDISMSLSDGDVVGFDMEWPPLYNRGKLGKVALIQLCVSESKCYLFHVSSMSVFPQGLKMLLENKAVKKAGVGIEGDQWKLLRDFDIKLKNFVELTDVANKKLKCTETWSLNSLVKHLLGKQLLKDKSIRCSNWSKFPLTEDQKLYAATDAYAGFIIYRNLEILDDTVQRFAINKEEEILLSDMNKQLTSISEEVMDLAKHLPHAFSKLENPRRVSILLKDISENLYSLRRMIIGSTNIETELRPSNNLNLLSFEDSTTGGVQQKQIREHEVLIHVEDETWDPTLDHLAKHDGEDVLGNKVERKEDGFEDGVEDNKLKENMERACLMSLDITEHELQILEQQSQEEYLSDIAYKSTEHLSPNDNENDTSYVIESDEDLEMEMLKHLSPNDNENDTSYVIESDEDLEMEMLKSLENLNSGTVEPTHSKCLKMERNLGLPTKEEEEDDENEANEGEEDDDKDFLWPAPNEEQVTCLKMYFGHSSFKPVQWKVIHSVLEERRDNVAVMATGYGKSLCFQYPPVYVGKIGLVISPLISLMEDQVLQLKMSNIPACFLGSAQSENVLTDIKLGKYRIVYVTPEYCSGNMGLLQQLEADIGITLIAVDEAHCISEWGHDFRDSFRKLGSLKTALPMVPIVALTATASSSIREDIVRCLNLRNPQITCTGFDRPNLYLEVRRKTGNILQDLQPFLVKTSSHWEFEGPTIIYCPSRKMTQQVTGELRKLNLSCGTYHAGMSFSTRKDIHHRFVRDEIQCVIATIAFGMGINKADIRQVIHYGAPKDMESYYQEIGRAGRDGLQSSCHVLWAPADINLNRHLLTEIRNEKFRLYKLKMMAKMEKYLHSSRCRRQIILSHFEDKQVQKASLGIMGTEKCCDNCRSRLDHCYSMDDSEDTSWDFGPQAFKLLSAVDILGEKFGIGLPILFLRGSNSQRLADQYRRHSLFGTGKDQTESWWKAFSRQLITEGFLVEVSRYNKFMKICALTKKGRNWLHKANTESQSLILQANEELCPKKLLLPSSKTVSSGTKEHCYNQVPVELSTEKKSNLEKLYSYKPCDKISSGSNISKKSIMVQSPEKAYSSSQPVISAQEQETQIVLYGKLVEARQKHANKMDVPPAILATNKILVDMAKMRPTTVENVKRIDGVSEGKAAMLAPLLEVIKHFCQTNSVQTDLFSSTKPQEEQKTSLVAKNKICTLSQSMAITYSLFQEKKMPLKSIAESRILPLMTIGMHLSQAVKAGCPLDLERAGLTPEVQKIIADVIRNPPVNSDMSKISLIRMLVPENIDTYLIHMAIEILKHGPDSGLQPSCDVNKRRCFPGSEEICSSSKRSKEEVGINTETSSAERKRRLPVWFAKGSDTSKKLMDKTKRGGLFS
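WRN at 20 nM final was preincubated with compound for 15 min at room temperature; reaction started with 100 nM forked duplex oligonucleotide carrying fluorophore and quencher plus 2 mM ATP (final). Unwinding followed kinetically by red fluorescence (ex 525/em 598 nm).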
GLP-1R agonist – qHTS of GLP-1 Receptor Agonists; 380,000 tested, 0.007% active; Potency, µM (top dose mostly 45.6 µM), for inactives: at the top dose activation, actives largely listed as activators; HEK293 GLP-1R CRE-luciferase, luminescence, 4-6 h; cells express a hypersensitive GLP-1R form; note: potency is the fitted concentration of half-maximal effect; % of control where 0% means no effect
HEK293 tox – qHTS of GLP-1 Receptor Inverse Agonists: Cytotox Screen; 410,000 tested, 0.13% active; AID 624418, 2012; Potency, µM (titrated, usually from 38.3 µM), for inactives: at the top dose activity change, negative = inhibition, usual class: inhibitors; HEK293 cAMP-luciferase reporter cells, luminescence, 24 h;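 note: loss of luciferase light is scored as toxicity; potency is the fitted concentration of half-maximal effect; % is set by controls: 0 for no effect and ±100 for the full control effect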
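Compound-treated cells are incubated 24 hr at 37 deg C under 5% CO2 after a 12 hour attachment period, then luciferase detection reagent is added and luminescence is measured following 12 min at room temperature; lowered signal indicates toxicity.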
The depositor's hits bear a star; ? = inconclusive; . = no result given; [ ] = another dose, or the depositor's remark. Unless noted, calls come from the whole dose curve; as a rule, active = well fitted curve in the direction sought with a large enough effect; inconclusive = small, poorly fitted or top-dose-only effect, or another doubt; inactive = no such curve, though single readings can be large; an effect the other way counts as inactive or inconclusive. Rows were taken by chance; overall some 7.8% were active at least once.

SMILES	DRD3 antagonist	PI5P4Ka inh	IL2 activator	D3 ag	GLP1R inv ag	PLK1 PBD block	WRN inhibitor	GLP-1R agonist	HEK293 tox
O=C1NCCN1Cc1ccccc1	17	.	-1.8	1	-12%	-1%	9%	-1%	-15%
O=C(Nc1ccc(F)c(F)c1)c1ccccc1-c1ccccc1	3	14	0.2	5	?	0%	-8%	-10%	-10%
CCn1c2ccccc2c2c3ncc4cccn4c3ccc21	-7	9	1.2	-7	98%[activator]	-14%	4%	?	256%[activator]
CC(=O)Oc1cccc(/C=c2\sc3nc(-c4ccco4)nn3c2=O)c1	-19	-8	-6.3	-19	-17%	?	?	-3%	16%
Cc1ccc(/C=C2\SC(=S)N(c3cccnc3)C2=O)cc1	-6	1	0.6	-6	0%	-7%	7%	-4%	5%
CCN1CN(Cc2ccco2)CNC1=S	-15	1	-1.4	4	11%	-11%	-5%	4%	11%
CC(=O)c1ccc(N=Nc2ccc(N)cc2)cc1	?	-1	-0.5	-2	?	-6%	-3%	-6%	?
O=C1CC(=O)C(n2cncn2)C(c2ccc(Cl)cc2Cl)C1 (stereo unspecified)	17	.	-0.2	24	1%	3%	-6%	-6%	8%
CCCn1c(N)c(N(CCOC)C(=O)c2ccc(N(C)S(=O)(=O)c3ccc(C)cc3)cc2)c(=O)[nH]c1=O	-21	6	-5.3	-7	3%	-12%	19%	1%	-1%
NC(=O)c1ccc2c(=O)n3c(-c4cc(Cl)c(N)c(Cl)c4)csc3nc2c1	9	-10	-4.7	20	-18%	-22%	-35%	3%	-24%
COC(=O)C1=NN(C(C)=O)C2(CC(=O)N(c3cc(C)cc(C)c3)C2=O)C1 (stereo unspecified)	-2	-7	-0.5	-6	23%	-6%	-2%	0%	0%
CC(=O)C1(C)CCC2C3C=C(C)C4=CC(=O)CCC4(C)C3CCC21C (stereo unspecified)	22	14	-3.4	12	?	-2%	2%	20%	11%
CCN(C(=O)CSc1nnc(-c2ccccc2OC)n1N)c1c(N)n(Cc2ccccc2)c(=O)[nH]c1=O	-15	0	0.7	1	-5%	-9%	4%	-2%	0%
CCC(CC)C(=O)c1c[nH]c(C(=O)NCc2ccccc2OC)c1	-14	-13	-1.0	-13	11%	2%	2%	-1%	-2%
c1ccc(-c2ccc(OCCCNC3CCCC3)cc2)cc1	0	1	-0.5	-7	?	?	-33%	5%	?
COc1cccc(CNC(=O)CN(C)S(=O)(=O)c2cccc3cccnc23)c1	-12	2	-0.8	-4	2%	-16%	-2%	-3%	6%
CC1CCCC(NC(=O)c2ccc3c(=O)n(CC4CCCO4)c(=O)[nH]c3c2)C1C (stereo unspecified)	37	-1	1.1	0	9%	-8%	1%	-4%	77%[activator]
Cc1nn(C)c(C)c1CCC(=O)O	1	3	-0.6	1	17%	-7%	-15%	0%	-1%
COc1ccc(C(=O)CNc2ccc(C)cc2C)cc1	-3	9	-3.1	-27	-8%	-8%	-6%	-5%	-5%
COc1cc(/C=C2/SC(=S)N(Cc3ccccc3)C2=O)cc(OC)c1O	?	-24	4.8	-11	?	-3%	10µM*	20%	10µM*
O=C(Nc1ccc(F)cc1F)c1ccc2c(=O)n3c(nc2c1)CCCCC3	.	.	.	6	2%	.	.	11%	-4%
Nc1sc(-c2ccccc2)cc1C(=O)NCCN1CCOCC1	-27	-5	0.1	-13	-6%	-22%	-3%	.	-11%
CN(C)[C@@H](CO)c1nnc([C@H](CCC(=O)O)NC(=O)C2CCNCC2)o1	14	2	0.2	17	11%	-9%	1%	-3%	3%
Cc1ccnc2nc(C(=O)Nc3cc(Cl)ccc3N3CCOCC3)nn12	18	5	-0.1	-8	14%	-12%	6%	1%	-6%
CCc1ccc(NC(=O)Cn2c(=O)n(CCc3ccccc3)c(=O)c3sc4ccccc4c32)cc1	.	.	.	-18	11%	.	.	0%	2%
CCc1cccc2c(C(=O)C(NCCCOC)c3ccccc3)c[nH]c12 (stereo unspecified)	?	17	-1.4	-17	?	-2%	-11%	7%	?
COC(=O)c1cc(OC)c(OC)cc1NC(=O)CSc1nnc(-c2cccnc2)n1C	22	.	2.0	2	35%[activator]	-1%	9%	5%	7%
CCOC(=O)N1CCN(C(=O)C[C@@H]2C[C@@]3(C(=O)OC)CCCCC=C3N(Cc3ccccc3)C2=O)CC1	7	3	-0.3	0	3%	-3%	-3%	-2%	5%
O=C(Cn1ncc2c([nH]c3ccccc32)c1=O)Nc1ccc(F)cc1F	14	0	-0.4	-13	0%	1%	2%	-4%	-15%
COc1ccc(CN2C(=O)C(CC(=O)NC3CCCC3)CC(C(=O)N(C)C)=C2C)cc1 (stereo unspecified)	-24	1	-1.5	-12	-1%	-6%	-2%	1%	1%
COc1ccc(C(C(=O)NC2CCCC2)N(Cc2ccccc2)C(=O)c2snc(C(N)=O)c2N)cc1OC (stereo unspecified)	15	2	-2.0	4	15%	-3%	-1%	6%	-5%
CCCCSc1nnc2c(n1)[nH]c1ccccc12	13	.	-1.9	-2	0%	-16%	-4%	-7%	6%
O=C1c2ccccc2C(Nc2ccc(S(=O)(=O)N3CCCCCC3)cc2)N1Cc1ccco1 (stereo unspecified)	17	-12	-0.9	4	-23%	-3%	-1%	-3%	-11%
COc1ccc(C2=NN(C(=O)c3cccs3)C(c3ccccc3OC)C2)cc1OC (stereo unspecified)	3	3	-2.6	1	19%	-1%	-23%	18%	-4%
O=C(COC(=O)CCc1nc2ccccc2s1)Nc1ncc(Cl)cc1Cl	10	-25	-0.1	2	20%	-10%	-8%	-5%	5%
CC(C)(C)c1nnc(N/N=C/c2ccc(O)cc2)n(N)c1=O	-20	-11	-1.4	-17	4%	-6%	6%	-1%	3%
Cc1nn(-c2ccccc2)c(Cl)c1/C=N/Nc1nncc(=O)[nH]1	1	-5	-2.4	2	42%[activator]	-23%	-11%	11%	-6%
CC(C)N(Cc1nc2ccccc2[nH]1)C(C)C	0	-5	-1.1	-9	-10%	-16%	3%	-3%	2%
O=C(Nc1ccc2c(c1)C(=O)NC2=O)c1cc(Cl)ccc1Cl	10	12	-2.1	-1	9%	2%	-6%	-6%	10%
CC(=O)/C(=N\Nc1ccc(Cl)cc1)Sc1nnc(-c2ccccc2)n1-c1ccccc1	?	3	-0.5	-5	-17%	-15%	-10%	-9%	?

Look-ups from above:
Cc1ccnc2nc(C(=O)Nc3cc(Cl)ccc3N3CCOCC3)nn12 | D3 ag: -8
O=C(Cn1ncc2c([nH]c3ccccc32)c1=O)Nc1ccc(F)cc1F | IL2 activator: -0.4

Next records.
SMILES	DRD3 antagonist	PI5P4Ka inh	IL2 activator	D3 ag	GLP1R inv ag	PLK1 PBD block	WRN inhibitor	GLP-1R agonist	HEK293 tox
CC(C)Oc1ccc(Cc2n[nH]c(=S)n2Cc2ccccc2)cc1Cl	4	1	-3.5	6	?	17µM*	-10%	12%	-12%
CCn1cc(C(=O)NCCN(C)CCc2ccccc2)c(=O)c2cc(S(=O)(=O)N(C)C)ccc21	-29	.	-1.8	1	0%	-8%	6%	0%	-26%
Cc1cc2oc(=O)cc(CN3CCN(S(=O)(=O)/C=C/c4ccccc4)CC3)c2cc1C	-20	2	-3.4	-7	-7%	-7%	1%	0%	-3%
COCCCN1C(=O)C(CC(=O)NCc2cccs2)CC(C(=O)N2CCOCC2)=C1C (stereo unspecified)	0	7	0.9	-6	5%	-4%	-13%	-1%	4%
CCOc1ccccc1NC(=O)CCCc1ccc(OC)c(C)c1	13	0	-0.4	0	?	2%	-3%	6%	-12%
NC(=O)CSc1nc2cc3c(cc2c(=O)n1CCCC(=O)NCc1ccc2c(c1)OCO2)OCO3	-18	-2	1.5	-3	-45%	-1%	-1%	-6%	-21%
CC1(C)C(C=C(Cl)Cl)C1C(=O)N(Cc1cccc(Cl)c1)C1CCS(=O)(=O)C1 (stereo unspecified)	5	1	0.4	1	-36%	-6%	2%	-10%	-9%
O=C(NCc1cccnc1)c1csc([C@H]2C[C@H](O)[C@@H](CO)O2)n1	0	0	0.4	-8	19%	-2%	-2%	-6%	3%
COc1ccc(N2CCN(S(=O)(=O)c3ccc(C4CCCCC4)cc3)CC2)cc1	.	.	.	2	1%	.	.	-5%	5%
COc1ccc(S(=O)(=O)NC2CCSc3ccccc32)cc1NC(C)=O (stereo unspecified)	1	-2	-0.9	4	0%	0%	-2%	2%	1%
C/C(=N/NC(=O)CNC(=O)c1ccccc1)c1ccc(C)cc1	4	5	3.3	-7	0%	-1%	-12%[57.1 µM]	0%	-10%
O=C(c1ccccc1)C(Nc1cccc([N+](=O)[O-])c1)c1ccccc1 (stereo unspecified)	-9	6	-0.5	-6	7.9µM*	1%	0%	21%	-2%
O=C(N/N=C/c1ccc2c(c1)OCO2)c1ccc(COCC(F)(F)C(F)F)cc1	7	1	3.1	-3	?	-10%	-17%	3%	-13%
CCc1cccc(C)c1NC(=S)NCc1ccc2[nH]c(C)cc2c1	?	-14	-2.6	-13	18%	-8%	-14%	-4%	-6%
CCOC(=O)c1ccc(N2C(=O)c3n[nH]c(-c4ccco4)c3C2c2cccc(F)c2)cc1 (stereo unspecified)	.	.	.	12	?	.	.	-11%	?
Cc1ccc(Oc2ccc(OCC(=O)NC(CC(C)C)C(=O)O)cc2)cc1 (stereo unspecified)	2	10	3.6	-2	-10%	-5%	-2%	-1%	-4%
CCN(CC)C(=O)c1sc(NC(=O)c2c(OC)cccc2OC)c(C#N)c1C	0	-2	-2.2	-11	6%	?	-2%	8%	?
